MBD2 DNA inh: MBD2-methylated oligo binding inhibition; inhibition, % at 4.4 µM; Q9UBB5; actives 0.31% (n = 370,000); TR-FRET, MBD2 binding to methylated oligonucleotide; in the data active = inhibition above about 13%
Target sequence (Q9UBB5 whole entry, looked up): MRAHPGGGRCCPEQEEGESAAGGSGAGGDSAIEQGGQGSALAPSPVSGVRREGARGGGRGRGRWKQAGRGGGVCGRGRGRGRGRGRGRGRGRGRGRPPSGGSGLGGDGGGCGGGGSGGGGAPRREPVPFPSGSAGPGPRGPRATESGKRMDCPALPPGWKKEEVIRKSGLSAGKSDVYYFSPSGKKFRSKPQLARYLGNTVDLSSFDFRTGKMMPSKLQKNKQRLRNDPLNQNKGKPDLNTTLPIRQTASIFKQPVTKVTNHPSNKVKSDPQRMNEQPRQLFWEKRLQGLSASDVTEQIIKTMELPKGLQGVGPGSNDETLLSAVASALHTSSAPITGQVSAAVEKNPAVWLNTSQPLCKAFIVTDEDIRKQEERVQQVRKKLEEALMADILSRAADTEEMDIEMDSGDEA
UHRF1 MBD2 ctr: blocks human UHRF1 binding to methylated DNA | UHRF1 binding to methylated oligo, TR-FRET | inhibition, % at 4.4 µM | actives 0.75% (n = 370,000) | AID 687016; in the data active = inhibition above about 21%;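 note: UHRF1 SRA domain binding a hemimethylated CpG hairpin DNA probe; 0% = median of test compound wells and 100% = reference inhibitor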
SIAE inh: blocks human sialic acid acetylesterase | Q9HAT2 | SIAE FP-Rh probe binding, fluorescence polarization | inhibition, % at 9.66 µM | actives 0.69% (n = 370,000) | AID 1053197;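 active = inhibition above a cutoff: mean of compounds within the control limits plus 3 SD of those, cut at about 17% in these data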;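 note: 0% = plate median of compound wells and 100% = probe without SIAE protein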
HTRA1 inhibitor: HTRA1 (human) protease inhibition. Q92743. recombinant HTRA1, FP-rhodamine activity-based probe, fluorescence polarization. inhibition, % at 5.96 µM. actives 0.5% (n = 340,000); in the data active = inhibition above about 36%;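 note: 0% = enzyme with DMSO and 100% = wells lacking enzyme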
PRMT1 inh: blocks human protein arginine methyltransferase 1; recombinant PRMT1, activity-based probe fluorescence polarization; actives 1.3% (n = 370,000); AID 652257; Q99873; inhibition, % at 2.79 µM;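 active = inhibition above about 21% made by adding two undisclosed values, limit read from the data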
Target sequence (Q99873 whole entry, looked up): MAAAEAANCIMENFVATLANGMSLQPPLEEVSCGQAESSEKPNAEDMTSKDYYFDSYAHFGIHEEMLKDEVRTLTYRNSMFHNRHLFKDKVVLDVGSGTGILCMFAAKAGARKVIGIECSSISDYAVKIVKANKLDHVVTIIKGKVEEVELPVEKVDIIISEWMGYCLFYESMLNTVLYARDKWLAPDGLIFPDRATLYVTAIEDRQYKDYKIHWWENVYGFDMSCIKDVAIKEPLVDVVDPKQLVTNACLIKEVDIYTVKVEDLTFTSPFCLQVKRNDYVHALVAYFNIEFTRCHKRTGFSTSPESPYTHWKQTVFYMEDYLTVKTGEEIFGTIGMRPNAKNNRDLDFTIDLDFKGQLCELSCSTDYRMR
NPR1 activator: GC-A (human) enzyme activation; activation, % at 10 µM; HEK293 GC-A cells, cGMP TR-FRET, EC30 ANP; 0% at EC30 ANP, 100% saturating ANP; P16066; actives 0.14% (n = 370,000); in the data active = activation above about 40%
rCAG binder: molecules binding r(CAG) RNA repeats | r(CAG) RNA repeat, TO-PRO-1 dye displacement fluorescence | inhibition, % at 3 µM | actives 1.3% (n = 370,000);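 active = inhibition above the plate cutoff, the mean of all test compounds on that plate plus 3 SD, cut at about 35% in these data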;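 note: 0% = DMSO alone and 100% = 100 µM mitoxantrone as full dye displacement; higher means more dye released from RNA so lower well fluorescence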
TCR CD3 inh: blocks the human TCR-CD3 interaction | TAMRA-labeled TCR probe fluorescence, biochemical | inhibition, % at 9.4 µM | AID 651800 | actives 0.37% (n = 360,000); in the data active = inhibition above about 19%;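 note: recombinant mutant TCR 2C K166C tagged with TAMRA read by polarization; 0% = receptor in buffer alone and 100% = receptor with positive control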
GC-B act: GC-B (human) receptor activation | P20594 | HEK293-GC-B cells, CNP EC30, cGMP TR-FRET; 0% at EC30 CNP, 100% saturating CNP | activation, % at 10 µM | AID 1920062 | actives 0.11% (n = 370,000);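 active = activation at 10 µM reaching about 35% in either raw or pattern-adjusted values, limit read from the data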
ABHD4 inh: ABHD4 (mouse) inhibition, primary FP screen | purified mABHD4, FP-Rh probe fluorescence polarization | inhibition, % at 8.92 µM | actives 0.54% (n = 370,000);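 active = inhibition exceeding the mean over every tested compound plus 3 SD, cut at about 30% in these data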;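 note: 0% = plate median of compound wells and 100% = S159A mutant with DMSO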
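Material: mouse ABHD4 enzyme, wild type; Benchmarks: S159A mutant high control, sample median low control; Buffer or medium: HEPES pH 7.0, NaCl, Pluronic buffer; Signal: fluorescence polarization; Read-out: percent inhibition of probe binding, normalized to plate controls; Timing: pre-incubation 45 min, probe exposure 60 min, at 25 °C; Dosing: 8.92 µM, single dose.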
The depositor's hits bear a star; . = no result given. The list is partial; rates above refer to the full screens.

Structure	MBD2 DNA inh	UHRF1 MBD2 ctr	SIAE inh	HTRA1 inhibitor	PRMT1 inh	NPR1 activator	rCAG binder	TCR CD3 inh	GC-B act	ABHD4 inh
O=C(CSCc1ccc(F)cc1)NCc1ccc2c(c1)OCO2	-2	-3	1	0	1	-4	2	7	2	0
O=c1c2cc(-c3ccccc3)sc2nc2n1N=C(c1ccccc1)CS2	-4	-2	9	6	2	2	2	6	4	1
COc1ccccc1-n1c(SC)nc(O)cc1=O	9	3	-6	8	25*	-10	7	-1	-10	11
Cn1cc2c(=O)n(/N=C/c3ccccc3)cnc2n1	4	4	-1	1	4	2	1	-7	1	1
CN(C)C=Nc1ccc([N+](=O)[O-])c2ccccc12	-14	-9	-2	0	2	-11	1	1	-7	7
CCOC(=O)Cc1ccc(Nc2nc3cc(-c4ccccc4C)sc3c(=O)n2C)cc1	6	6	-12	.	2	1	8	-7	-19	-55
CC(OC(=O)C1CCCC1)C(=O)Nc1ncc(Cl)cc1Cl (stereo unspecified)	-4	-2	-3	-2	-4	1	1	4	6	-3
O=C(C1CCN(Cc2ccc(F)cc2)CC1)N(CCc1ccccc1)Cc1ccccc1	-4	-2	4	-1	-4	-15	0	-1	-7	-6
CCc1cc2c(=O)c(-c3nc4ccccc4n3C)coc2c(CN2CCCC(C)C2)c1O (stereo unspecified)	2	-2	6	2	-2	2	5	3	6	2
NC(=O)c1cc2ccccc2o/c1=N\NC(=O)c1ccccc1O	0	-1	7	2	-8	-5	2	3	-9	0
Cc1ccc2nc(-c3ccc(Cl)cc3)c(Cc3ccsc3)n2c1	-2	15	13	.	4	5	13	-6	-3	4
Cc1cc(C)c2nc(NC(=O)c3ccc([N+](=O)[O-])o3)sc2c1	0	-2	-4	9	0	-2	1	6	3	6
CC1(C)N=C(SCC(=O)Nc2ccc(Cl)cc2)C(c2ccc(Cl)cc2)=N1	-2	-2	-24	-38	28*	3	0	-1	1	-28
CC(Nc1nc(-c2ccncc2)nc2ccccc12)c1ccccc1 (stereo unspecified)	-4	-1	-6	-77	4	-11	1	3	1	-21
c1ccc(C(c2c[nH]c3ccccc23)c2c[nH]c3ccccc23)nc1	0	-2	7	-22	2	-16	0	-1	-12	-3
COc1cccc(CN(C)C(=O)c2ccc(NS(=O)(=O)c3ccc(F)cc3)cc2)c1OC	5	1	8	-6	5	-2	4	-8	-1	-7
CC1=C(C(=O)Nc2ccccc2)C(c2ccc(C)cc2)N=C(Nc2nc3ccccc3o2)N1 (stereo unspecified)	2	-1	-3	5	3	3	5	-1	1	-5
Clc1ccc2nc(CN3CCCCCC3)cn2c1	0	0	-8	0	-1	-1	1	7	1	3
COc1cccc(CNc2nc(NCC3CC3)nc3ccsc23)c1	-1	1	4	.	2	-22	1	-8	-13	18
COC(=O)COc1ccc(C(=O)Cn2c(NCCCO)nc3ccccc32)cc1	-2	-1	1	5	-3	-4	-1	3	2	1
O=C(Nc1ccccn1)c1cccc(S(=O)(=O)N2CCCCC2)c1	1	6	4	-1	3	-4	-4	0	-1	2
O=C(C1CCCCC1)N1CCN=C1SCc1cccc([N+](=O)[O-])c1	2	2	3	3	9	-1	-3	2	-2	-1
Cc1cccc(-n2ncc3c2CCCC3NC(=O)Cn2cccn2)c1C (stereo unspecified)	-5	-1	3	-5	1	2	-6	3	0	0
Fc1ccc(-c2nnc(-c3ccc(F)cc3)o2)cc1	1	1	-9	-2	0	-6	-1	-1	-1	10
CC(C)(C)NC(=O)C[C@H]1C[C@H](C(=O)N2CCCCC2)[C@@]2(CCc3ccccc3)c3[nH]c4cc(-c5ccco5)ccc4c3CCN2C1=O	3	-2	-13	-6	24*	-3	22	-11	2	2
Cc1nc(NS(=O)(=O)c2ccc(Cl)s2)c2c3c(sc2n1)CCCC3	0	0	-12	-13	6	1	78*	-3	3	-2
CN(C)Cc1csc(NC(=O)Nc2cccc(C(F)(F)F)c2)n1	5	0	-3	.	3	-12	25	-4	0	-1
CC(=O)CC(C)(C)Nc1nc2cc([N+](=O)[O-])ccc2o1	3	2	-3	9	4	2	-7	-7	-4	-12
CCOc1ccc(C(=O)NCC(=O)OCCN2C(=O)c3ccccc3C2=O)cc1OCC	-3	0	10	4	-7	1	-2	4	2	4
O=C(N/N=C/c1ccc(Cl)c([N+](=O)[O-])c1)C1CC1	1	-1	-2	3	0	7	1	3	-7	3

Other entries follow:
Structure	MBD2 DNA inh	UHRF1 MBD2 ctr	SIAE inh	HTRA1 inhibitor	PRMT1 inh	NPR1 activator	rCAG binder	TCR CD3 inh	GC-B act	ABHD4 inh
COc1cccc(NC(=S)N(CCN(C)C)C(C)c2ccncc2)c1 (stereo unspecified)	4	-1	4	3	-2	-5	0	-8	4	3
Cc1cc(C)c(S(=O)(=O)N2CCN(C(=O)N3CCCCC3)CC2)c(C)c1	-1	0	-4	-4	1	-1	-9	0	-4	5
O=C1OCC(CO)(CO)N=C1NNc1cc(Cl)ccc1Cl	-2	-1	0	4	-2	3	0	4	8	3
C(=C\c1ccc2ccccc2n1)/c1ccccc1	7	3	-11	-16	7	-5	-2	-2	-7	-14
COc1cccc(C2(CSc3nnc(-c4cc(OC)c(OC)c(OC)c4)o3)OCCO2)c1	3	1	-3	-8	1	-2	-7	4	5	-6
Cc1oc(-c2ccccc2)nc1C(=O)OCC(=O)NCc1ccc(Cl)cc1	8	10	-8	-11	9	-8	8	-10	-2	-10
O=C(/C=C/c1ccco1)Nc1ccc2c(c1)OCCO2	-1	-1	8	7	6	4	2	-6	5	-4
CCn1c(SCC(=O)c2ccc(C)cc2)nnc1-c1ccoc1C	-2	0	-1	-3	2	4	-1	-2	0	1
CSc1cccc(NC(=O)C(=O)NCc2ccccc2)c1	-4	-1	2	.	-7	-5	-3	5	-1	0
CCN1CCN(S(=O)(=O)c2ccc3c(c2)OCCO3)CC1	-3	-1	-4	-5	-2	-1	-1	7	4	4
Cc1cc(C)cc(Cn2c(C)c(C(=O)N(C)Cc3ccc(F)cc3)sc2=O)c1	1	0	-3	.	2	-7	-2	-1	-16	-3
O=C(O)c1ccc2c(c1)C(=O)N(Cc1ccc3c(c1)OCO3)C2=O	-2	-1	-5	11	3	1	1	-1	4	9
O=C(O)C1CCCCC1C(=O)Nc1nc(-c2ccc(Cl)s2)cs1 (stereo unspecified)	0	2	-8	-18	8	33	29	2	-7	11
CCCC(=O)N(CCc1ccccc1)Cc1nc2ccccc2c(=O)[nH]1	7	1	3	4	4	-8	-4	6	-5	-4
CN1C(=O)c2cccc3c(S(=O)(=O)Nc4ccc(O)c(C(=O)O)c4)ccc1c23	-3	-5	2	4	-3	0	6	-2	-2	0
CCCOc1ccc(N2C(=O)CC(NCCCN3CCC(C(N)=O)CC3)C2=O)cc1 (stereo unspecified)	0	1	-6	-3	2	2	1	-1	3	-4
Cc1ncc(CO)c2cc(C(=O)Nc3cccc(F)c3)c(=Nc3cccc(C(N)=O)c3)oc12	1	0	11	-1	-4	-9	0	5	-4	1
CC(=O)Nc1ccc(NC(=O)C(C)OC(=O)C2CCN(S(=O)(=O)c3ccccc3C(F)(F)F)CC2)cc1 (stereo unspecified)	6	3	-5	-3	2	-1	2	-5	-8	-4
Cc1ccc(O)c(NC(=O)C2CCCCC2)c1	-5	-1	7	0	-2	2	2	11	-4	1
CC(C)NC(=O)Cn1nnc(-c2cccc(NC(=O)c3ccccc3F)c2)n1	-3	-1	3	-5	-2	2	1	1	-8	-2
CCCC(=O)c1cc(F)c(N2CCN(C(=O)OCC)CC2)cc1C	1	-1	9	1	0	-1	-7	2	-3	2
Cc1ccc(N2C(=O)[C@@H]3C(c4cccnc4)=NO[C@@H]3C2=O)c(C)c1	2	-1	-1	-1	0	-1	5	9	0	1
CS(=O)(=O)N(CC(=O)N1CCN(c2ccccc2)CC1)c1ccc(Cl)c(C(F)(F)F)c1	0	0	-3	-6	-2	-1	-4	-3	-9	-4
COc1cc(NC(=O)C/C(C)=N/NC(=O)C(=O)NCCO)c(OC)cc1Cl	3	-2	5	0	7	2	5	-3	-5	9
O=C(NCc1ccc2c(c1)OCO2)c1cccs1	1	-2	8	2	-4	2	-1	6	6	-14
O=C(/C=C/c1ccccc1)N/C(=C/c1ccccc1)C(=O)N1CCCCC1	-1	3	2	-11	2	0	-4	-3	4	1
Nc1ccc2nc3n(c(=O)c2c1)CCC3	1	-1	11	2	1	0	3	9	2	4
Cc1cccc(-c2nc(CS(=O)CC(=O)NCC3CCCO3)c(C)o2)c1 (stereo unspecified)	6	1	-2	-4	13	2	3	-3	-7	-3
O=C(CCC1CCCCC1)NNC(=O)NC12CC3CC(CC(C3)C1)C2	-1	0	-1	-8	0	6	-7	2	2	5
CCOC(=O)[C@H]1[C@H]2COc3ccc(Br)cc3[C@@H]2N2C(=O)CN(Cc3ccc(Cl)cc3)C(=O)[C@@]12C	-2	-1	-3	-3	2	-7	2	0	-9	-1

4 entries from above, arranged by their value in SIAE inh, high to low:
| SMILES | MBD2 DNA inh | UHRF1 MBD2 ctr | SIAE inh | HTRA1 inhibitor | PRMT1 inh | NPR1 activator | TCR CD3 inh | GC-B act |
| --- | --- | --- | --- | --- | --- | --- | --- | --- |
| O=C(/C=C/c1ccccc1)N/C(=C/c1ccccc1)C(=O)N1CCCCC1 | -1 | 3 | 2 | -11 | 2 | 0 | -3 | 4 |
| O=C(CCC1CCCCC1)NNC(=O)NC12CC3CC(CC(C3)C1)C2 | -1 | 0 | -1 | -8 | 0 | 6 | 2 | 2 |
| COc1cccc(C2(CSc3nnc(-c4cc(OC)c(OC)c(OC)c4)o3)OCCO2)c1 | 3 | 1 | -3 | -8 | 1 | -2 | 4 | 5 |
| CC(=O)Nc1ccc(NC(=O)C(C)OC(=O)C2CCN(S(=O)(=O)c3ccccc3C(F)(F)F)CC2)cc1 (stereo unspecified) | 6 | 3 | -5 | -3 | 2 | -1 | -5 | -8 |

Following part:
Structure	MBD2 DNA inh	UHRF1 MBD2 ctr	SIAE inh	HTRA1 inhibitor	PRMT1 inh	NPR1 activator	rCAG binder	TCR CD3 inh	GC-B act	ABHD4 inh
NS(=O)(=O)c1ccc(Sc2ccc3c(c2)CCC3)nc1	2	2	4	-9	4	2	-1	8	-7	-4
COc1ccccc1NC(=O)c1cc(C(=O)Nc2ccccc2OC)n(C)n1	4	3	-2	-10	1	1	-2	-11	-1	-5
COc1ccc(CCNCC(=O)Nc2c(C)cc(C)cc2C)cc1OC	4	21*	-3	7	0	-4	-8	5	-1	10
O=C1CCCN1Cc1ncnn1-c1ccccc1	4	0	-5	2	-1	3	1	8	1	-3
CC(Cl)C(=O)N1CCC(C(=O)NC2CCCc3ccccc32)CC1 (stereo unspecified)	-2	0	-4	.	0	0	-1	.	0	7
Cc1cccc(NC(=O)C(C)Oc2ccc(C)nc2[N+](=O)[O-])c1 (stereo unspecified)	-6	2	-4	4	-3	-2	1	6	-1	-5
CC(=O)c1sc(NC(=O)c2ccc(F)cc2)nc1-c1ccccc1	4	-1	0	5	1	-1	-1	3	-1	-6
O=C1N(Cc2cccc(Cl)c2)C[C@@H]2C[C@@H](c3cccn3-c3ccccn3)N3CCC[C@@]123	3	-4	3	0	-2	-45	-3	7	-24	0
O=C(CN1CCC(C(=O)c2cccc(Cl)c2)CC1)Nc1ccc(C(=O)O)cc1	1	1	-4	-5	0	-5	10	2	-10	-8
CCCCCCn1c(-c2ccc(Cl)cc2Cl)csc1=Nc1ccccc1	0	-1	-8	.	-2	4	3	.	1	4
CCOc1ccc(NS(=O)(=O)c2ccc(C(=O)N(C)Cc3cccc(OC)c3OC)cc2)cc1	-2	-2	-2	-8	-3	-8	0	1	-7	-6
